TRHR PAM – allosteric enhancers of human TRH receptor; P34981; TRHR cells, fluo-8 calcium fluorescence, EC20 TRH enhancement; enhancement, % at 2 µM; hit rate 0.66% among 360,000; in the data active = enhancement above about 30%; note: 0% is about no effect
Target sequence (P34981 whole entry, looked up): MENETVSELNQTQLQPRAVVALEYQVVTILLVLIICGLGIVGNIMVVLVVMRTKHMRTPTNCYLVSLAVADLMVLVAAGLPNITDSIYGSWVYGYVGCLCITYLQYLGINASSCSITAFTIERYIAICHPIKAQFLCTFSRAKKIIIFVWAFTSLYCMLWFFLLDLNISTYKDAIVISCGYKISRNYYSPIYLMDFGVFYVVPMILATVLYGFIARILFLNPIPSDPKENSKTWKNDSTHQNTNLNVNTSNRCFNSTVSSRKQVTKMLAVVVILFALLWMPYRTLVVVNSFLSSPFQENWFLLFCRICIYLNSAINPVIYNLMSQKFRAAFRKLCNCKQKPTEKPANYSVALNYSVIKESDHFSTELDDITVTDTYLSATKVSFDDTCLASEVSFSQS
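Enhancer read-out: after compound pinning and an initial kinetic agonist-mode read, an EC20 of TRH (10 nM final) was injected and fluo-8 calcium signal (Ex 480/Em 530) followed at 1 s/cycle for 100 cycles in TRHR-expressing cells.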
USP1-UAF1 inh – USP1/UAF1 (human) deubiquitinase inhibition | O94782 | recombinant USP1/UAF1, Ub-Rhodamine cleavage fluorescence | Potency, µM (doses to about 57.1 µM), inactives show top-dose activity change, negative = inhibition, actives largely listed as inhibitors | hit rate 0.23% among 390,000; note: potency is the fitted concentration of half-maximal effect; % is set by controls: 0 for no effect and ±100 for the full control effect; nearly all actives have a fitted effect of over 60% in size; inactives centre near -12
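In this screen, compounds sit with the deubiquitinase complex (1nM) for 15 min at room temperature before Ub-Rho is added at 150nM final. Fluorescence rise is then followed for 6 reads every 60 seconds.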
D2 ag – agonists of human D2 dopamine receptor; HEK293 T-REx D2 cells, calcium flux agonist mode; activation, % at 2 µM; P14416; hit rate 0.53% among 340,000;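 active = activation over 3 SD above normal in the single-dose calcium agonist read, cut at about 30% in these data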; note: 0% is about no effect
Target sequence (P14416 whole entry, looked up): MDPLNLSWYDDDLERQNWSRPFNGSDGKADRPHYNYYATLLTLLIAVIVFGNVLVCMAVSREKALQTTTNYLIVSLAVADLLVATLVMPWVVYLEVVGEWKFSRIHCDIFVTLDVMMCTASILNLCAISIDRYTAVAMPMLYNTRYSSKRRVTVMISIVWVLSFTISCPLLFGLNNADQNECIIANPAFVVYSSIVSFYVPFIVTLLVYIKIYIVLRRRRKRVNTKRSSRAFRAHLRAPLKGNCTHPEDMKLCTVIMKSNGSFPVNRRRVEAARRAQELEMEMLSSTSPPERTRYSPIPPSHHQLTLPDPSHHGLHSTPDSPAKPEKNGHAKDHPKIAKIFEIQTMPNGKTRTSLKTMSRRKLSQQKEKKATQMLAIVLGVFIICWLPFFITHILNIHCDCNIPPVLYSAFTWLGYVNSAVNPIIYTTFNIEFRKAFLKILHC
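In this primary screen, compounds producing a positive calcium signal within 180 s of addition to tetracycline-induced, force-coupled HEK293 Trex D2 cells are flagged; cells are dye-loaded with a no-wash calcium kit beforehand.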
Pin1 inh – human Pin1 inhibition; Q13526; Pin1 FP peptide displacement, HiFluor488, 10 min; Potency, µM (highest dose often 115 µM), for inactives: top-dose activity, negative = inhibition, usual class: inhibitors; hit rate 0.009% among 390,000; AID 504891; active = well fitted inhibition curve with a large enough effect in the polarisation, with a control signal flat, not every such curve was filed as active; inconclusive = small, poorly fitted or top-dose-only effect, or effect the other way, or a change in a side signal; inactive = no such curve, though single readings can be large or run the other way; the % refers to the polarisation; note: potency is the fitted concentration of half-maximal effect; % is set by controls: 0 for no effect and ±100 for the full control effect
Target sequence (Q13526 whole entry, looked up): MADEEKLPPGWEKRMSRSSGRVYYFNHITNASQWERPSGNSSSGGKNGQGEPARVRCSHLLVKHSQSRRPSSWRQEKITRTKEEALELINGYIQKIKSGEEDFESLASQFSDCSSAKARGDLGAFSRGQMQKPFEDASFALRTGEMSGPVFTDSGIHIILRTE
D2 antag – D2 dopamine receptor (human) antagonism | P14416 | HEK293 TREx D2 cells, calcium flux, dopamine EC80 | inhibition, % at 10 µM | hit rate 2% among 340,000 | AID 485344; in the data active = inhibition above about 30%; note: 0% is about no effect
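Antagonism is scored as inhibition of an EC80 dopamine-evoked calcium signal in a force-coupled, tetracycline-inducible HEK293 T-REx D2 line, with compound present 180 s before agonist.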
TrxR1 substrate – is turned over as a substrate by rat TrxR1 | AID 588456 | O89049 | Potency, µM (highest dose often 114 µM), inactives show at the top dose activity change, negative = substrate turnover | hit rate 0.01% among 390,000 | purified TrxR1 substrate turnover, NADPH consumption readout; note: potency is the fitted concentration of half-maximal effect; % is set by controls: 0 for no effect and ±100 for the full control effect; nearly all actives have a fitted effect of over 50% in size
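Rat TrxR1, dispensed at 90 nM, was prereduced with 400 uM NADPH (final) for 5 min at ~22 deg C, then incubated with compound 15 min before 400 uM selenite. A first-read NADPH fluorescence drop versus no-compound background flagged substrates.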
TrxR1 inh – inhibitors of rat thioredoxin reductase 1; Potency, µM (series often up to 114 µM), for inactives: at the highest dose activity change, negative = inhibition, most hits filed as inhibitors; O89049; recombinant rTrxR1, NADPH fluorescence consumption, selenite substrate; hit rate 1% among 390,000; note: potency is the fitted concentration of half-maximal effect; % is set by controls: 0 for no effect and ±100 for the full control effect; nearly all actives have a fitted effect of over 65% in size
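Rat TrxR1 (90 nM in the dispensed reagent) was pre-reduced with 400 uM NADPH for 5 min at room temperature, then incubated with compound for 15 min. After 400 uM selenite was added, NADPH fluorescence (Ex 340/Em 450 nm) was followed for 8 min.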
TRHR ag – agonists of human TRH receptor | P34981 | TRHR cells, calcium flux fluo-8, FDSS agonist mode | activation, % at 2 µM | hit rate 0.18% among 360,000 | AID 493084; in the data active = activation above about 30%; note: 0% is about no effect
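In this calcium-flux screen, cells bearing human TRHR are dye-loaded with fluo-8, baselined for 10 cycles, then exposed to library compounds; positive kinetic calcium responses during the agonist phase mark hits, with TRH as control.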
IDH1 R132H inh – human IDH1 R132H inhibition; O75874; IDH1-R132H enzyme, NADPH consumption, diaphorase/resazurin fluorescence; Potency, µM (top dose mostly 76.6 µM), without a hit: at the top dose activity change, negative = inhibition, actives largely listed as inhibitors; hit rate 0.093% among 390,000; AID 602179; note: potency is the fitted concentration of half-maximal effect; % is set by controls: 0 for no effect and ±100 for the full control effect; nearly all actives have a fitted effect of over 65% in size
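IDH1-R132H (0.5 ug/mL) preincubated 30 min with compound, then NADPH (0.016 mM) and alpha-KG (2 mM) added; 80 min at RT, pH 7.5. Remaining NADPH coupled via diaphorase/resazurin to fluorescence (540/590 nm); concentration-response curves normalized to no-enzyme control.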
An asterisk follows results filed as active; u = inconclusive; x = not tested or not shown; [ ] = another dose, or the depositor's remark. Unless noted, calls come from the whole dose curve; as a rule, active = well fitted inhibition curve with a large enough effect; inconclusive = small, poorly fitted or top-dose-only effect; inactive = no such curve, though single readings can be large or run the other way.

Screens in order – TRHR ag | TrxR1 substrate | Pin1 inh | TRHR PAM | IDH1 R132H inh | D2 ag | USP1-UAF1 inh | TrxR1 inh | D2 antag
> COc1ccc(NC(=O)CON=CC(=O)Nc2ccc(C)cc2)c(OC)c1
    x | 0.4% | -1.9% | x | -8.7% | x | -17.9% | 22.1% | x
> COc1ccc(OC)c(CNC(=O)C2CCCCN2S(=O)(=O)c2ccc(F)cc2)c1 (stereo unspecified)
    -0.2 | -10.7%[57.1 µM] | 7.9% | 14.2 | -6.6% | -0.5 | -12.7% | -16.2%[57.1 µM] | x
> Cc1ccccc1C(=O)NC(=S)NCc1cccnc1
    -0.2 | -1.9%[57.1 µM] | -2.1% | -0.4 | 0.0% | 0.2 | -19.7% | -2.6%[57.1 µM] | 2.5
> O=C(NNC1CC(=O)N(c2ccc(F)cc2)C1=O)c1cccnc1 (stereo unspecified)
    0.2 | 6.0% | -5.9% | -1.4 | 1.7% | 0.9 | -16.5% | -2.8%[57.1 µM] | -11.0
> CCc1cccc(CC)c1NC(=O)CN1CCN(S(=O)(=O)c2ccccc2)CC1
    0.0 | -9.5% | -1.1% | -9.3 | 6.4% | 0.1 | -8.2% | -12.1% | -5.9
> COc1cccc(C2c3[nH]c4ccccc4c3CCN2Cc2cccc(C)n2)c1 (stereo unspecified)
    1.0 | 5.0% | 15.8% | -1.9 | -4.8% | -0.2 | -8.3% | -3.9% | -0.2
> O=[N+]([O-])c1ccccc1OCC(O)CN1CCN(CC(O)COc2ccccc2[N+](=O)[O-])CC1 (stereo unspecified)
    -0.1 | -0.5% | -1.0% | 3.9 | -0.8% | 1.5 | 1.1% | 4.8% | 92.4*
> CN1C(=O)/C(=C/c2ccc(C(=O)NC3CCCC3)cc2)Oc2ccccc21
    0.0 | 105.5%[activator] | -5.1% | -0.3 | -0.4% | 0.1 | -17.4% | u | 28.3
> CCC1=NN(C(=O)Cc2ccc([N+](=O)[O-])cc2)C(O)(C(F)(F)F)C1 (stereo unspecified)
    -1.8 | 2.8% | 7.3% | -0.9 | 9.1% | -2.0 | -16.9% | 8.9% | -13.0
> O=C(Nc1ccc2c(c1)OCO2)c1noc2c1CCCCC2
    -0.1 | 5.8% | -5.2% | -1.2 | 12.0% | x | 0.4% | 4.2% | x
> CCOC(=O)c1cnn(-c2ccccc2)c1-c1ccccc1
    1.2 | -4.8% | u | -3.5 | -1.9% | 0.9 | -1.7% | 10.2% | -6.0
> Cc1ccc(S(=O)(=O)N2CCN(C(=O)CCC(=O)N3CCc4ccccc43)CC2)cc1
    -0.4 | -2.3%[11.4 µM] | 0.6% | -2.8 | 7.3% | -0.6 | -4.3% | 5.9%[11.4 µM] | 5.3
> O=C(Cn1c2[n+](c3ccc(C(F)(F)F)cc31)CCCCC2)c1ccc2c(c1)OCCO2
    0.6 | 1.3% | -2.2% | -1.2 | 7.0% | 0.1 | -17.4% | 12.9% | 21.3
> CNC(=S)NNC(=O)c1cccc(C(F)(F)F)c1
    -0.1 | 8.3%[57.1 µM] | -7.7% | 12.8 | 8.9% | -0.3 | 4.1% | -11.1% | -9.0
> CC(=O)Nc1ccc(C(=O)NNC(=O)c2cccs2)cc1
    1.1 | 9.3% | -0.9% | -0.6 | 0.0% | 0.2 | -30.3% | 18.5% | 0.3
> O=C(CCS(=O)(=O)c1nc(-c2ccc3c(c2)OCO3)cc(C(F)(F)F)n1)Nc1ccc(F)cc1F
    -0.1 | 44.8%[activator] | 18.4% | -2.6 | 0.2% | -1.1 | u | u | x
> COC(=O)C1CCN(C(=O)c2cc(=O)[nH]c3ccccc23)CC1
    0.5 | 8.2% | -2.4% | -2.7 | -6.4% | 0.6 | -1.2% | 9.1% | 17.7
> CCOC(=O)CC(=O)NC(CC(=O)OC)c1ccc(C(C)C)cc1 (stereo unspecified)
    -0.3 | 7.7% | -4.6% | -6.2 | 7.2% | -1.3 | -19.5% | 32.5% | 16.6
> CON(C)S(=O)(=O)c1cccc(C(=O)Nc2cccc(S(=O)(=O)NC3=NCCCCC3)c2)c1
    x | -1.7% | -1.2% | x | -14.9% | x | -22.1% | 13.0% | x
> Cc1cc(C)c(C(=O)N(C)C2CCCN(Cc3ccccc3F)C2)o1 (stereo unspecified)
    -1.9 | 6.7% | 1.0% | -0.3 | -5.8% | -0.7 | -16.9% | -9.5% | -0.6
> CC(=O)Nc1ccc(S(=O)(=O)N2CCC(N3CCCCC3)CC2)cc1
    -0.5 | 1.4% | 2.1% | 16.3 | -8.2% | -0.1 | 4.1% | 19.0% | -17.8
> CC(C)COc1ccc(-c2nonc2NC(=O)c2ccc(F)cc2)cc1
    -0.1 | 5.1% | -1.0% | -0.5 | -12.7% | -0.6 | -12.4% | 36.1% | x
> CCc1ccccc1NC(=O)Cn1cc2c(n1)CCC(C)C2 (stereo unspecified)
    -0.3 | -6.9% | -3.4% | -2.7 | 0.0% | 0.2 | -6.8% | -2.1% | x
> Cc1ccc(NC(=O)c2ccc(C#CC3(O)CCCCC3)cc2)cc1C
    -0.4 | 16.5% | 0.1% | 0.4 | 0.8% | 0.7 | -6.2% | 18.5%[57.1 µM] | 2.9
> Cc1cc(C)nc(NC(=NCCc2c[nH]c3ccccc23)NC(=O)Nc2ccccc2)n1
    0.1 | -5.6% | 13.5% | -2.4 | 9.9% | -1.0 | -13.3% | 42.0%[57.1 µM] | 9.1
> NC(=O)CCCn1c(C(=O)c2ccc(Cl)cc2)c2ccc(C(F)(F)F)cc2[n+]1[O-]
    -0.1 | 0.6% | -1.9% | -1.8 | 17.8% | 0.6 | -25.8% | 22.6% | 2.0
> COc1ccc(N=Cc2ccccc2O)cc1
    x | -1.8% | 0.0% | x | -7.1% | x | u | 8.3% | x
> O=C(Nc1nccs1)C1CCCN(S(=O)(=O)c2cccc3cccnc23)C1 (stereo unspecified)
    -0.4 | 7.2% | 0.1% | -1.0 | -1.6% | -0.3 | -3.4% | 8.8%[57.1 µM] | 39.2*
> Cc1ccc(C(=O)O/N=C(\N)c2ccccc2)c(Cl)c1
    0.0 | -20.8%[57.1 µM] | -6.6% | -1.9 | 4.7% | 0.0 | -8.7% | 9.3%[57.1 µM] | 0.1
> CCC(=O)Nc1cccc(NC(=O)c2ccccc2Cl)c1
    -0.6 | -1.6% | 1.7% | -1.5 | 11.4% | -0.1 | -13.0% | 11.6% | 0.1

Single records (already shown). Order of screens: TRHR ag | TrxR1 substrate | Pin1 inh | TRHR PAM | IDH1 R132H inh | D2 ag | USP1-UAF1 inh | TrxR1 inh | D2 antag
Cc1ccc(C(=O)O/N=C(\N)c2ccccc2)c(Cl)c1 as listed: 0.0 | -20.8%[57.1 µM] | -6.6% | -1.9 | 4.7% | 0.0 | -8.7% | 9.3%[57.1 µM] | 0.1
Cc1ccc(NC(=O)c2ccc(C#CC3(O)CCCCC3)cc2)cc1C as listed: -0.4 | 16.5% | 0.1% | 0.4 | 0.8% | 0.7 | -6.2% | 18.5%[57.1 µM] | 2.9
CC(C)COc1ccc(-c2nonc2NC(=O)c2ccc(F)cc2)cc1 as listed: -0.1 | 5.1% | -1.0% | -0.5 | -12.7% | -0.6 | -12.4% | 36.1% | x

Other structures.
Screens in order – TRHR ag | TrxR1 substrate | Pin1 inh | TRHR PAM | IDH1 R132H inh | D2 ag | USP1-UAF1 inh | TrxR1 inh | D2 antag
> Cc1cc(Br)ccc1NC(=O)c1cn(C2CCCC2)c(=O)c2c1c1ccccc1n2C
    0.4 | 1.2% | -1.2% | 3.1 | -7.7% | 0.3 | -7.6% | 8.0% | x
> Cc1ccc(NC(=O)COC(=O)c2cccnc2Cl)cc1S(=O)(=O)N1CCOCC1
    x | -6.7% | 3.1% | x | -5.7% | x | -3.5% | 6.6% | x
> O=C(O)C1CC(O)CN1c1nc(Cl)ccc1[N+](=O)[O-] (stereo unspecified)
    0.5 | -2.9%[57.1 µM] | -15.5% | 25.7 | -8.7% | 6.6 | -18.8% | 0.3%[57.1 µM] | 1.9
> CCn1cnc2c1c(=O)n(CC(=O)NCC(F)(F)F)c(=O)n2Cc1ccccc1
    1.6 | -14.3% | -3.6% | 0.5 | 2.9% | -2.3 | -13.1% | -15.3% | 2.2
> O=C(NCCOC(=O)c1ccc(C(=O)OCCNC(=O)c2cccnc2)s1)c1cccnc1
    0.7 | -9.3% | -1.2% | 0.5 | 7.2% | 69.2* | -4.4% | 2.0% | 28.8
> Cc1ccccc1NC(=S)NC(=O)C1CCCCC1
    0.1 | -0.7% | 0.1% | -3.8 | 0.0% | 0.3 | -23.5% | u | -0.2
> O=C(NNC(=O)c1ccc(S(=O)(=O)N2CCOCC2)cc1)c1ccccc1
    1.7 | -16.4%[57.1 µM] | -2.9% | 8.7 | 7.5% | 1.0 | -14.5% | 22.4%[57.1 µM] | 6.9
> CCNC(=O)C1Cc2ccccc2CN1S(=O)(=O)c1ccc(F)cc1 (stereo unspecified)
    0.6 | -2.1% | 0.9% | -7.0 | 8.7% | -0.4 | -18.1% | -3.9% | -4.9
> COc1ccccc1C(c1nnnn1C1CCCC1)N1CCN2CCCC2C1 (stereo unspecified)
    0.3 | -4.2% | 1.1% | -2.3 | -3.1% | 1.0 | -6.9% | -6.9% | 0.6
> CCC(C)(C)c1ccc(OCC(=O)N(C)C)c(C(C)(C)CC)c1
    -0.4 | -16.2%[57.1 µM] | u | -9.3 | 4.2% | 4.1 | -20.3% | -1.1%[57.1 µM] | 12.1
> O=C(O)c1cc(-c2ccc(C(F)(F)F)cc2)nc2n[nH]c(-c3ccccc3)c12
    -0.2 | 4.7% | 4.8% | 7.2 | 0.0% | 0.6 | -1.5% | 38.1%[11.4 µM] | x
> CCOc1ccc(NC(=O)COC(=O)CN2CCCCCC2=O)cc1
    x | 5.9%[57.1 µM] | -4.1% | x | 3.2% | x | -17.2% | 5.4%[57.1 µM] | x
> O=C(Nc1ccccc1[N+](=O)[O-])C1=C(O)CCn2c1nc1ccccc12
    -0.5 | 2.5% | 4.2% | -0.1 | -1.2% | 0.1 | -3.4% | 0.2% | -9.7

Compound activity (PubChem)

A portion of the library (hit frequency here may not be typical).
